# Screening results from PubChem.
# TNAP inh noacc – blocks human TNAP activity with no phosphate acceptor present | P05186 | purified TNAP, CDP-star luminescence, 30 min | inhibition, % at 20 µM | hit rate 0.26% among 200,000 | AID 1012;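 active = tissue-nonspecific alkaline phosphatase inhibition above about 50% at 20 µM in the single-dose screen, limit read from the data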;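 also: 0% = DMSO negative control and 100% = EDTA positive control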
# Target sequence (P05186 whole entry, looked up): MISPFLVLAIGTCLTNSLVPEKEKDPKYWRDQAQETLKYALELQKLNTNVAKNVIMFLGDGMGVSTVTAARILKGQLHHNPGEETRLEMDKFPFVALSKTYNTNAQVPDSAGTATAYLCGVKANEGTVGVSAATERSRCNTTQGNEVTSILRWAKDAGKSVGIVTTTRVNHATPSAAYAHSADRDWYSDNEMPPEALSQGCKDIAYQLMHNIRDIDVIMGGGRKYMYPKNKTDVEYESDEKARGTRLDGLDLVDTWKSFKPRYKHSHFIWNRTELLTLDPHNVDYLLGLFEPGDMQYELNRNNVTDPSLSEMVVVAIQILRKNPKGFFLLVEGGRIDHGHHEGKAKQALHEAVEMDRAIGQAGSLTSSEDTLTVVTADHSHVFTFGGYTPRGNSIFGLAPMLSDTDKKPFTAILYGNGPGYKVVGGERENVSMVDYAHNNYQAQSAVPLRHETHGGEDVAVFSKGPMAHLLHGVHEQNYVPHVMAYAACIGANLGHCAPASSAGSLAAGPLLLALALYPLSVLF
# TNAP inh hi DEA – TNAP (human) inhibition, high acceptor; hit rate 0.03% among 200,000; AID 1135; purified TNAP, CDP-star luminescence, 1 M DEA; inhibition, % at 20 µM;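 active = over 50% inhibition of tissue-nonspecific alkaline phosphatase at 20 µM in the single-dose screen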;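 also: plate controls were DMSO wells for no effect and EDTA-quenched wells as full inhibition for full effect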
# TNAP act hi DEA – TNAP (human) activation, high acceptor; P05186; purified TNAP, CDP-star luminescence, 1 M DEA, 30 min; hits give high values; 0 = EDTA background, 1 = DMSO-only activity; activation factor at 20 µM; 200,000 tested, under 10 active; AID 1136;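 active = activation factor at least 2 at 20 µM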
#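 Test system – human TNAP · Doses – 20 µM single point · Incubation – 30 min, room temperature · Signal – luminescent substrate turnover signal · Read-out basis – activation factor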
# PPARg SRC-1 ag – agonists of human PPARgamma SRC-1 coactivator recruitment | PPARgamma-SRC-1 coactivator recruitment biochemical assay | activation, % at 8 µM | hit rate 0.41% among 200,000 | AID 631; in the data active = activation above about 19%;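 also: 0% = DMSO and 100% = reference agonist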
# Target sequence (P37231 whole entry, looked up): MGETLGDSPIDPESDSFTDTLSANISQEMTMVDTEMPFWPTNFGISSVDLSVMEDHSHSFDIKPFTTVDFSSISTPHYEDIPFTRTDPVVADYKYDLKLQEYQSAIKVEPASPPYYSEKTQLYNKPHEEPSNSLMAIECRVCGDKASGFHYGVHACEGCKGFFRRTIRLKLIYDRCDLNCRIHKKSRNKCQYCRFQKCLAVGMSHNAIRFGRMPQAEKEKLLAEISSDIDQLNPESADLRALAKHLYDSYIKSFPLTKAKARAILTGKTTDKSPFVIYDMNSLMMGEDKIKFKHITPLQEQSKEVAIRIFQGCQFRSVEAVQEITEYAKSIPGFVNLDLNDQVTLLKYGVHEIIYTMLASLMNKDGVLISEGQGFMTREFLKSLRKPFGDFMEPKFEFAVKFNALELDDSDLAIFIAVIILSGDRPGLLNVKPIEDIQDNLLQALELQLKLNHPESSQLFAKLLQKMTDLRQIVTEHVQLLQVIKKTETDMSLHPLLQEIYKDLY
# Efa HMGR inh – inhibitors of class II HMG-CoA reductase from Enterococcus faecalis | purified E. faecalis HMGR, NADPH absorbance 340 nm kinetic | inhibition, % at 10 µM | hit rate 0.41% among 190,000 | AID 1066;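 active = inhibition above a set limit, the median over all tested compounds plus 3 SD, cut at about 9.5% in these data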;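 also: enzyme runs in reverse so mevalonate oxidation gives rising NADPH absorbance; 0% = complete reaction with DMSO and 100% = background rate lacking mevalonate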
# SRC2 TRFRET art – counter-screen for PPARgamma SRC-2 recruitment agonists: TR-FRET artefact. AID 1049. hits give high values. TR-FRET ratio at 8 µM. hit rate 0.4% among 200,000; in the data active = TR-FRET ratio above about 2000; also: inactives centre near 1500; reference of the scale not given here
# bIAP inh – blocks bovine intestinal alkaline phosphatase activity | 190,000 tested, under 10 active | purified bovine IAP, CDP-star luminescence, 30 min | AID 1019 | inhibition, % at 20 µM;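 active = over 50% inhibition of intestinal alkaline phosphatase at 20 µM in the single-dose screen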
#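 System: Purified bovine intestinal alkaline phosphatase (IAP) enzyme | Input: IAP diluted 1/65,000,000 in the well | Also added: CDP-star chemiluminescent phosphatase substrate, 30 µM final | Dosing: 20 µM single dose | Times: Enzyme reaction for 30 min at room temperature | Detection: Luminescence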
# bIAP act – increases bovine intestinal alkaline phosphatase activity; purified bovine IAP, CDP-star luminescence, 30 min; hits give high values; fold of DMSO-control signal, blank-subtracted; hit rate 0.17% among 200,000; activation factor at 20 µM;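 active = activation factor of 2 or more at 20 µM, a signal rise over negative controls twice the positive control's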
# PPARg SRC-2 ag – promotes SRC-2 coactivator recruitment by human PPARgamma. P37231. PPARgamma LBD-SRC-2 recruitment, biochemical. activation, % at 8 µM. hit rate 0.34% among 200,000. AID 1032; in the data active = activation above about 22%;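 also: 0% = vehicle and 100% = reference agonist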
# PPARg SRC3 recr – PPARgamma-driven SRC-3 recruitment agonism | P37231 | biochemical PPARgamma/SRC-3 coactivator recruitment assay | activation, % at 8 µM | hit rate 0.26% among 200,000; in the data active = activation above about 23%;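 also: 0% = DMSO and 100% = reference agonist; some compounds past the cut are filed as inactive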
# * hit, by the source's call; i = inactive; · = not tested or not shown. Outcome played no part in choosing rows; overall some 1.6% were active at least once.
SMILES,TNAP inh noacc,TNAP inh hi DEA,TNAP act hi DEA,PPARg SRC-1 ag,Efa HMGR inh,SRC2 TRFRET art,bIAP inh,bIAP act,PPARg SRC-2 ag,PPARg SRC3 recr
O=C(Nc1cccc([N+](=O)[O-])c1)C12CC3CC(C1)CC(n1cnc([N+](=O)[O-])n1)(C3)C2,-7,-4,1,6,-10,1381,22,0.8,-2,2
CCOc1ccc(-c2nc(CSCC(=O)N3CCN(C(=O)c4ccco4)CC3)c(C)o2)cc1,-20,-1,1,-4,5,1573,3,1,-2,-6
CC(=O)NC1C(Oc2ccccc2C)OC2COC(c3ccco3)OC2C1O (stereo not drawn),-11,-2,1,7,-9,1505,0,1,-4,1
CCCCN(C)C(=O)CC(NS(=O)(=O)c1ccc(NC(C)=O)cc1)C(C)C (stereo not drawn),-19,-5,1,-1,-6,1561,-8,1.1,12,-2
CCOc1ccccc1NC(=O)c1ccccc1NS(C)(=O)=O,-10,-6,1.1,8,-11,1479,-3,1,5,-2
COC(=O)/C(C#N)=C1/C=Cc2ccccc2N1C,-4,-1,1,-1,-3,1751,8,0.9,16,-7
O=C(CCC(=O)OCc1ccc(Br)cc1)Nc1ccccc1,-4,-3,1,-7,3,1391,-35,1.4,-3,-1
Cc1ccc(C2CC(c3cccc(Cl)c3)n3nc(N)nc3N2)cc1 (stereo not drawn),-16,-7,1.1,8,-8,1671,21,0.8,-3,7
CCn1c(SCC(=O)Nc2ccc3c(c2)c2ccccc2n3CC)nnc1-c1ccco1,-10,-4,1,6,-12,1546,12,0.9,-1,2
COc1cccc(/C=N/NC(=O)Cn2ccnc2C)c1,-11,2,1,-2,2,1472,-8,1.1,-3,-1
CN1c2ccccc2N(C)C1(C)c1cccc2ccccc12,3,19,0.8,7,-2,1617,-4,1,5,4
CCOC(=O)c1c(NC(=O)CN2CCCCC2)sc(CN(C)C)c1-c1ccccc1,-18,-9,1.1,13,6,1599,7,0.9,17,2
CCCS(=O)(=O)N1CCCC(C(=O)NCCCN2CCN(c3cccc(Cl)c3)CC2)C1 (stereo not drawn),-10,-2,1,6,2,1515,-10,1.1,5,1
Cc1ccc(CN2CCN(c3ccccn3)CC2)s1,-12,-1,1,1,-4,1549,3,1,8,5
O=C(CN1CCCC1)Nc1ccc(OCc2ccccc2)cc1,-15,-8,1.1,6,-4,1422,5,1,3,-2
CC(C)C(c1nnnn1C1CCCC1)N(C)C1CCCCC1 (stereo not drawn),-6,-2,1,3,2,1661,1,1,4,13
Cc1cc(C)n2nc(SCC(=O)N(C)c3c(N)n(Cc4ccccc4)c(=O)[nH]c3=O)nc2n1,-4,-4,1,-2,2,1721,0,1,8,7
C=CCNc1sc(C(=O)C2CC2)c(N)c1C#N,-7,-1,1,3,-3,1653,9,0.9,4,-8
Cc1cc(C)n(CCCNC(=O)c2ccc(S(=O)(=O)NCc3ccco3)cc2)n1,-13,-2,1,0,-2,1513,2,1,0,8
CNC(=O)COC(=O)c1cccnc1SC,-10,-4,1,-6,-3,1484,13,0.9,1,5
O=C(/C=C/c1ccccc1F)c1cccc([N+](=O)[O-])c1,-4,8,0.9,6,0,1654,-4,1,0,6
C/C(=N\NC(=O)c1c[nH]c2ccccc12)c1ccccn1,-47,-4,1,-3,-3,1354,-30,1.3,-9,-3
CCc1nc2sc3c(c2c(=O)n1N)CC(C)(C)OC3,-7,-2,1,-9,5,1436,30,0.7,0,0
Cc1ccc(CN2C(=O)C3CCCN3c3ccc(S(=O)(=O)N4CCOCC4)cc32)cc1 (stereo not drawn),-16,-4,1,12,-5,1683,-3,1,18,10
O=c1c2ccccc2ncn1-c1ccc(Cl)cc1[N+](=O)[O-],-8,-7,1.1,-8,0,1293,5,1,-2,1

# Next section
SMILES,TNAP inh noacc,TNAP inh hi DEA,TNAP act hi DEA,PPARg SRC-1 ag,Efa HMGR inh,SRC2 TRFRET art,bIAP inh,bIAP act,PPARg SRC-2 ag,PPARg SRC3 recr
CC12CN(C(=O)c3ccccc3)C3(C#N)CC1CCC23C (stereo not drawn),-9,-2,1,2,-1,1468,-6,1.1,10,2
COc1ccccc1OCC(=O)NNC(=O)Nc1ccc(Cl)cc1,-115,-5,1,1,0,1506,-48,1.5,-2,0
O=C(CN1CCN(c2ccccc2O)CC1)NNC(=O)c1ccc(Cl)cc1,-103,-2,1,-1,1,1454,6,0.9,-4,-5
CN1C(=O)/C(=C/c2ccc(-c3ccccc3[N+](=O)[O-])o2)SC1=Nc1ccc(Cl)c(C(=O)O)c1,9,8,0.9,1,3,1459,10,0.9,-5,0
C#CC(C)(C)NC(=O)c1ccccc1OC,-12,-6,1.1,1,-4,1676,6,0.9,1,3
CCOC(=O)c1c(C)nc(C)c(C(=O)OCC)c1-c1ccc(OC)cc1,-6,0,1,7,0,1806,1,1,2,-2
Cc1cc(C(=O)Nn2c(C3CCCCC3)nc3ccccc3c2=O)ccc1[N+](=O)[O-],-6,-3,1,-7,-6,1636,9,0.9,-1,-2
N#Cc1cc([N+](=O)[O-])ccc1Oc1cccc(/C=N/NC(=O)c2ccc(Cl)cc2)c1,0,-2,1,2,-8,1457,34,0.7,3,-1
O=[N+]([O-])c1cc(/C=N/N2CCCCC2)ccc1Cl,-11,-3,1,18,4,1738,14,0.9,8,7
CCOC(=O)CSC1=Nc2ccccc2C2=NC(CC(=O)NCc3ccc(OC)cc3)C(=O)N12 (stereo not drawn),-7,4,1,1,0,1371,1,1,-5,-2
COc1ccc(-n2c(Cn3nc(C(F)(F)F)cc3C)n[nH]c2=S)cc1,6,-6,1.1,-8,-6,1416,1,1,-5,4
CN1CCN(S(=O)(=O)c2ccc(N3CCN(S(=O)(=O)c4cccs4)CC3)nc2)CC1,-9,-3,1,4,-3,1724,3,1,7,4
Cc1cccc(OCC(=O)NNC(=O)CCc2ccccc2)c1,-121,-8,1.1,-3,53*,1591,-36,1.4,2,-2
Cc1ccc(-n2[nH]c(C)c(/C=N/c3ccccn3)c2=O)cc1,-5,-8,1.1,-4,0,1667,-4,1,3,2
CCc1cc2cc(C)cc(C)c2nc1Cl,-6,0,1,4,1,1566,5,0.9,-1,5
CC(C)CCn1c(=O)c2ccccc2n2c(CCl)nnc12,-11,-3,1,3,0,1653,2,1,2,2
CCc1ccccc1NC(=S)NC1CC2CCC(C1)N2Cc1ccco1 (stereo not drawn),-6,-1,1,-3,1,1592,2,1,-8,-5
Cc1ccc(CN2C(=O)CCC2C(=O)NCc2ccc(F)cc2)cc1 (stereo not drawn),-5,2,1,0,-5,1562,1,1,7,-3
O=C1C=C(N2CCCCCC2)C2(CCCCC2)O1,-9,-6,1.1,-1,0,1751,-18,1.2,3,-2
CCOC(=O)Nc1ccc(OCc2nnc3c4ccccc4c(C)nn23)cc1,-91,2,1,8,-7,1638,-6,1.1,8,5
Cc1ccc(-c2csc(NC(=O)COC(=O)c3cccc(S(=O)(=O)N4CCOCC4)c3)n2)cc1,14,-2,1,0,3,1651,7,0.9,3,-6
CCOc1cc(CN2CCCCC2)ccc1OC,-10,-3,1,-7,2,1567,6,0.9,-4,-3
COc1ccc(C(=O)c2c[nH]c(C(=O)NCC3CCCO3)c2)cc1 (stereo not drawn),10,-4,1,2,-6,1540,5,0.9,8,1
COc1ccc(COC(=O)N/N=C(\C)CC(=O)NCc2ccc(Cl)cc2)cc1,-5,1,1,11,1,1587,-2,1,5,-3
CC(=O)OC1c2c(ccc3ccc(=O)oc23)OC(C)(C)C1OC(=O)CC(C)C (stereo not drawn),-2,2,1,0,·,1454,0,1,1,3

# Continuation:
SMILES,TNAP inh noacc,TNAP inh hi DEA,TNAP act hi DEA,PPARg SRC-1 ag,Efa HMGR inh,SRC2 TRFRET art,bIAP inh,bIAP act,PPARg SRC-2 ag,PPARg SRC3 recr
COc1ccc(N=C2SC(C(=O)Nc3ccc(OC)cc3)CC(=O)N2CCN2CCOCC2)cc1 (stereo not drawn),-7,-1,1,4,0,1519,3,1,5,3
CCN1CCN(C(=O)N[C@@H](C(=O)N[C@@H]2C(=O)N3[C@@H]2SC(C)(C)[C@@H]3C(=O)O)c2ccccc2)C(=O)C1=O,-7,2,1,11,-3,1578,14,0.9,-3,1
CCOC(=O)c1ccc(N2C(=O)CC(N3CCOCC3)C2=O)cc1 (stereo not drawn),-14,-8,1.1,3,-4,1498,5,0.9,1,-5
CC(C)Oc1ccc(CCc2nnc(SCC(=O)O)n2-c2ccccc2)cc1,-8,-2,1,-4,-1,1547,-5,1,10,5
CCOC(=O)c1c(-c2cccc(C)c2)csc1NC(=O)c1c(-c2ccccc2)noc1C,-3,-1,1,11,-5,1608,3,1,-3,-14
COc1ccc(-c2nc(C#N)c(NCCCN(C)C)o2)cc1OC,-5,-3,1,2,2,1591,-13,1.1,0,-12
O=C(Cn1cnc2c(cnn2-c2ccc(F)cc2)c1=O)N1CCN(c2ccccc2)CC1,-9,-2,1,0,2,1510,-17,1.2,8,-5
COC(=O)C(C)Sc1ncnc2c1nnn2-c1ccc(F)cc1 (stereo not drawn),-11,-3,1,-7,0,1421,11,0.9,6,6
COc1ccc(N=C2C(=Nc3ccc(OC)cc3)N(c3ccc(OC)cc3)C(=S)N2C)cc1,19,18,0.8,11,-1,1587,18,0.8,3,-1
O=C(N/N=C/c1ccc(-c2ccccc2[N+](=O)[O-])o1)[C@H]1C[C@@H]1c1ccccc1,12,2,1,0,-2,1485,27,0.7,-3,3
COc1ccccc1N(C(=O)CNC(=O)c1ccco1)C(C(=O)NC1CCCC1)c1ccncc1 (stereo not drawn),-4,2,1,2,-3,1652,8,0.9,6,10
NC(=O)/C(=N\O)c1ccccc1,-12,-4,1,4,6,1477,2,1,-6,1
Cc1ccc(OCCn2cc(/C=C(\C#N)C(=O)NCC3CCCO3)c3ccccc32)cc1C (stereo not drawn),-20,3,1,-3,-1,1573,1,1,-2,-1
O=C1CN(C(=O)CSc2nc(-c3ccc(Cl)cc3)cs2)c2ccccc2N1,-6,0,1,9,-2,1489,0,1,3,3
CCN(CC)S(=O)(=O)c1ccc(C)c(NC(=O)COc2ccc(Cl)cc2Br)c1,-11,-5,1.1,5,-5,1589,18,0.8,1,-6
O=C(C1CC(=O)N(c2ccccc2)C1)N1CCN(C2=NS(=O)(=O)c3ccccc32)CC1 (stereo not drawn),-5,-1,1,-2,-6,1396,-6,1.1,-2,14
COc1ccc(Cl)cc1NC(=O)CN1CCC(n2nnc3cc(C)ccc32)CC1,i,-173,2.7*,1,-4,1654,-435,5.3*,1,7

# Random excerpt: 4 records from the list.
SMILES,TNAP inh noacc,TNAP inh hi DEA,TNAP act hi DEA,PPARg SRC-1 ag,Efa HMGR inh,SRC2 TRFRET art,bIAP inh,bIAP act,PPARg SRC-2 ag,PPARg SRC3 recr
COc1ccc(N=C2SC(C(=O)Nc3ccc(OC)cc3)CC(=O)N2CCN2CCOCC2)cc1 (stereo not drawn),-7,-1,1,4,0,1519,3,1,5,3
O=C(C1CC(=O)N(c2ccccc2)C1)N1CCN(C2=NS(=O)(=O)c3ccccc32)CC1 (stereo not drawn),-5,-1,1,-2,-6,1396,-6,1.1,-2,14
O=C(N/N=C/c1ccc(-c2ccccc2[N+](=O)[O-])o1)[C@H]1C[C@@H]1c1ccccc1,12,2,1,0,-2,1485,27,0.7,-3,3
O=C1CN(C(=O)CSc2nc(-c3ccc(Cl)cc3)cs2)c2ccccc2N1,-6,0,1,9,-2,1489,0,1,3,3
